KCNH2 3.1 inh: inhibitors of human KCNH2 3.1 potassium channel isoform; U2OS KCNH2 3.1, thallium flux FluxOr; hits give low values; activity change, % (tested at about 1.8 µM); 340,000 tested, 0.95% active; AID 720553;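 active means maximum activity change below -70%; inconclusive means maximum activity change from -70% to -50%; inactive means maximum activity change above -50%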;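 further: thallium influx rate constant from kinetic fluorescence after stimulation buffer; on the % scale 0 is the no-effect control and ±100 the full control effect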
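FluxOr-based Tl+ influx in U2OS cells transduced with KCNH2 3.1 virus; rate constants normalized to DMSO controls.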
Mito fusion act: mitochondrial division inhibition or fusion activation; 320,000 tested, 0.23% active; Potency, µM (highest dose often 46.1 µM), for the others: at the top dose growth rescue (activation), actives largely listed as activators; S. cerevisiae fusion-defective mutant growth rescue, CellTiterGlo 48 h;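 further: potency means the concentration at half of the fitted maximal effect; % of control where 0% means no effect; nearly all actives have a fitted effect of over 45% in size; temperature-sensitive fusion mutants such as fzo1-1 at 37 °C on non-fermentable ethanol glycerol medium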
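Read-out: ATP-based luminescence (CellTiterGlo, 10 min ambient) reporting growth of fusion-defective ts yeast after 48 hours at 37C on glycerol/ethanol YPEG medium in the presence of compound.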
MBNL1-CUG inh: inhibitors of human MBNL1 binding to CUG repeat RNA; Q9NR56; TR-FRET MBNL1-His/biotin-(CUG)12 binding, 665/545 ratio; Potency, µM (series often up to 57.5 µM), for inactives: at the top dose activity change, negative = inhibition, usual class: inhibitors; 280,000 tested, 0.036% active; AID 2675; active means well fitted inhibition curve with a large enough effect in the signal ratio, with a control signal flat, not every such curve was filed as active; inconclusive means small, poorly fitted or top-dose-only effect, or effect the other way, or a change in a side signal; inactive means no such curve, though single readings can be large or run the other way; the % refers to the signal ratio; further: potency means the concentration at half of the fitted maximal effect; on the % scale 0 is the no-effect control and ±100 the full control effect
Target sequence (Q9NR56 whole entry, looked up): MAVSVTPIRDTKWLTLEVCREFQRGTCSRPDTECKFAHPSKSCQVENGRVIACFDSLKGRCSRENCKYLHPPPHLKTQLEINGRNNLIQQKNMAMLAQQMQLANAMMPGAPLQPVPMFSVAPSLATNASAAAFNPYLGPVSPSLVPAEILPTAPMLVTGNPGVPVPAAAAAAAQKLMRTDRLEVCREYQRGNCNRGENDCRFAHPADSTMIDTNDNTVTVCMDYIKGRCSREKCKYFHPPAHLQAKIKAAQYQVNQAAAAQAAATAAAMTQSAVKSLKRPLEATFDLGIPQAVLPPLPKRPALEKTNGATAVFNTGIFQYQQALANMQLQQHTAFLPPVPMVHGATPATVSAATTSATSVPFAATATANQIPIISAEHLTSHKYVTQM
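Ratiometric TR-FRET (665 over 545 nm, excitation 340 nm) tracks disruption of MBNL1-His/biotin-(CUG)12 complex after 60 min at room temperature, with compounds at 92 nM to 58 uM final.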
FLuc modulator: firefly luciferase modulation, counter-screen for miR-21 project | 360,000 tested, 6.9% active | P08659 | purified FLuc, Km substrates, luminescence inhibition | Potency, µM (highest dose often 57.5 µM), for the others: at the highest dose activity change, negative = inhibition, actives largely listed as inhibitors | AID 588342;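 further: potency means the concentration at half of the fitted maximal effect; plate controls were vehicle for no effect and reference inhibitor for full effect; nearly all actives have a fitted effect of over 55% in size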
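Biochemical qHTS of compounds, final roughly 60 µM downward over six points, against 10 nM purified firefly luciferase using Km concentrations of substrates (10 uM D-luciferin, 10 uM ATP) in Tris acetate pH 7.5 buffer; luminescence output.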
PKM2 activator: activators of human pyruvate kinase M2; P14618; purified PKM2, Kinase-Glo ATP luminescence, activation; response scale: 0% is enzyme alone, no compound; Potency, µM (top dose mostly 57.5 µM), inactives show at the top dose activation, most hits filed as activators; 260,000 tested, 0.34% active; AID 1631; further: potency means the concentration at half of the fitted maximal effect; on the % scale 0 is the no-effect control and ±100 the full control effect; nearly all actives have a fitted effect of over 55% in size
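Purified hPK-M2 (>95% pure) converted ADP (0.1 mM final) to ATP with 0.5 mM PEP in 50 mM imidazole pH7.2, KCl, MgCl2, Tween 20, BSA; 1 h at room temperature. ATP detected by Kinase-Glo luminescence.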
Rab9 prom act: activates the Rab9 promoter | Huh7 Rab9 promoter-luciferase reporter, luminescence, 24 h | Potency, µM (titrated, usually from 9.22 µM), inactives show top-dose activation, negative = inhibition, hits mostly activators | 320,000 tested, 2.8% active; further: potency means the concentration at half of the fitted maximal effect; % of control where 0% means no effect; nearly all actives have a fitted effect of over 60% in size
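Using Huh7 cells stably transfected with Rab9 promoter–luciferase, compounds were incubated 24 h at 37 °C, 5% CO2; luciferase luminescence was read 10 min after reagent addition.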
Gal4-VP16 FLuc: inhibits Gal4-VP16 luciferase reporter, ROR gamma counter-screen. Drosophila S2 Gal4-VP16 UAS-luciferase, luminescence, 20 h. Potency, µM (series often up to 53.6 µM), for inactives: top-dose activity, negative = inhibition, hits mostly inhibitors. 310,000 tested, 3.5% active;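 further: Gal4-VP16 expression switched on by copper sulfate through the metallothionein promoter; potency means the concentration at half of the fitted maximal effect; on the % scale 0 is the no-effect control and ±100 the full control effect; nearly all actives have a fitted effect of over 50% in size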
RORgamma inh: blocks mouse ROR gamma transcriptional activity | Potency, µM (titrated, usually from 53.6 µM), inactives show top-dose activity change, negative = inhibition, hits mostly inhibitors | Drosophila S2 Gal4-RORgamma UAS-luciferase reporter, 20 h | 310,000 tested, 5.4% active | AID 2551; further: potency means the concentration at half of the fitted maximal effect; on the % scale 0 is the no-effect control and ±100 the full control effect; nearly all actives have a fitted effect of over 60% in size
Target sequence (P51450 whole entry, looked up, the tested form may be a part): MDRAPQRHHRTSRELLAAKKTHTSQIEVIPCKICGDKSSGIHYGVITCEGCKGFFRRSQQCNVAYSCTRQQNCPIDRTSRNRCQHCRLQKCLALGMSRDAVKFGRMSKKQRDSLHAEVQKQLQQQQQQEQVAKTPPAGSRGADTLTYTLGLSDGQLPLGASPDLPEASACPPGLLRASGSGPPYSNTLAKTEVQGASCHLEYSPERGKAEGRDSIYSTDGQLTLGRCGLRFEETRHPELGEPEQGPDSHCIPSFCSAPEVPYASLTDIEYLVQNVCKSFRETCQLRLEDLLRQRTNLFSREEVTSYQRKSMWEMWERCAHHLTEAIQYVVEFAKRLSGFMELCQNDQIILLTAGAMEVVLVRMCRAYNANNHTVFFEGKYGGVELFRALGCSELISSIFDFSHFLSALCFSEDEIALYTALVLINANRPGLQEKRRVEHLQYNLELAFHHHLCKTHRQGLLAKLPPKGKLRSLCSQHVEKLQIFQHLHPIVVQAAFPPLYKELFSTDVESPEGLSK
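Luciferase reporter read in Schneider cells carrying Gal4-RORγ (mouse) and UAS-Photinus luciferase; cells given compound 1 h before 700 uM copper sulfate induction, then incubated 20 h at ambient temperature.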
Menin-MLL TR inh: menin-MLL binding inhibition, Texas Red mutant peptide. O00255. Potency, µM (highest dose often 61.6 µM), for inactives: at the highest dose FP activity change, negative = inhibition, actives largely listed as inhibitors. Menin + Texas Red MLL mutant peptide, fluorescence polarization. 270,000 tested, 0.23% active; active means well fitted inhibition curve with a large enough effect in the polarisation, with a control signal flat, not every such curve was filed as active; inconclusive means small, poorly fitted or top-dose-only effect, or effect the other way, or a change in a side signal; inactive means no such curve, though single readings can be large or run the other way; the % refers to the polarisation; further: potency means the concentration at half of the fitted maximal effect; % of control where 0% means no effect; many of its hits are not listed in these tables
NPC1 promoter act: activators of NPC1 promoter | Potency, µM (series often up to 9.22 µM), for inactives: at the highest dose activation, usual class: activators | AID 485313 | Huh7 NPC1 promoter luciferase reporter, 24 h | 320,000 tested, 2.4% active;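 further: potency means the concentration at half of the fitted maximal effect; % of control where 0% means no effect; nearly all actives have a fitted effect of over 60% in size; reporter is driven by a mutant NPC1 promoter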
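Compounds in DMSO were transferred onto Huh7 NPC1-luciferase reporter cells pre-incubated 2 h; after 24 h at 37 °C, Amplite reagent was dispensed and luminescence recorded 10 min later.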
ELG1 DNA repair: inhibitors of ELG1-dependent DNA repair in HEK293T cells; HEK293T ELG1-luciferase reporter, luminescence, 16 h; DNA damage induced by 5-fluorouridine; Potency, µM (titrated, usually from 46.1 µM), for inactives: at the highest dose activity change, negative = inhibition, hits mostly inhibitors; 330,000 tested, 2.3% active; AID 504467; further: potency means the concentration at half of the fitted maximal effect; on the % scale 0 is the no-effect control and ±100 the full control effect; nearly all actives have a fitted effect of over 55% in size
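HEK293T cells expressing luciferase-tagged ELG1 (2,000/well) received 5-Fluorouridine plus compound or DMSO for 16 hr at 37 °C. Luciferase was read by ONE-Glo luminescence after 30 min at room temperature.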
An asterisk follows results filed as active; ? = inconclusive; . = no result given; [ ] = dose if it differs, or a comment. Unless noted, the call rests on the fitted dose curve; in most records, active means well fitted curve in the direction sought with a large enough effect; inconclusive means small, poorly fitted or top-dose-only effect, or another doubt; inactive means no such curve, though single readings can be large; an effect the other way counts as inactive or inconclusive. An excerpt; rates above refer to the full screens.

compound	KCNH2 3.1 inh	Mito fusion act	MBNL1-CUG inh	FLuc modulator	PKM2 activator	Rab9 prom act	Gal4-VP16 FLuc	RORgamma inh	Menin-MLL TR inh	NPC1 promoter act	ELG1 DNA repair
CCCCCCOc1ccc(N2C(=O)CC(SCCN)C2=O)cc1 (centres undefined)	-16.7	0.5%	-26.4%	-15.7%	2.1%[11.5 µM]	-0.4%	-2.2%	-14.0%	11.5%	3.3%	4.7%
COC(=O)C1=C(C)N(c2cccc(C)c2)C(=O)/C1=C\c1cccs1	-4.9	1.6%	1.7%	-2.2%	5.1%	0.4%	2.1%	-11.2%	-12.0%	-4.7%	-4.7%
COc1ccccc1N1CCN(C(=O)c2oc3cc(C)c(C)cc3c2C)CC1	-4.9	26.2%	3.1%	-3.0%	1.9%	-4.3%	10.6%	2.0%	?	-4.9%	-15.7%
COc1ccc(/C=N/N2CCOCC2)cc1COc1ccc(F)cc1	-5.8	17.1%	11.1%	?	-0.4%	-3.8%	9.5%[10 µM]	?	-2.9%	-1.3%	?
Cc1ccc(OCC(=O)N/N=C/c2ccncc2)cc1	0.4	0.4%	14.9%	-16.7%	-7.1%	0.2%	1.0%	12.0%	.	-3.1%	-2.7%
CCS(=O)(=O)Nc1ccc(C2=NN(S(=O)(=O)c3ccc(F)cc3)C(c3ccco3)C2)cc1 (centres undefined)	-13.5	-0.7%	-1.7%	-0.5%	6.0%	-6.2%	12.9%	1.0%	-14.3%	-2.7%	20.6µM*
Cc1c(C(=O)c2no[n+]([O-])c2C(=O)c2cnn(C)c2C)cnn1C	-6.0	-13.1%	15.4%	6.1%	13.8%	6.2%	8.91µM*	10µM*	17.2%	-1.4%	-21.7%
CC(=O)c1ccc(NC(=O)c2cc(Cl)sc2Cl)cc1	-5.8	19.0%	-11.8%	15.1µM*	3.2%	2.24µM*	-25.1%	?	18.2%	2.82µM*	?
CCCCCCCc1c(O)nc(SCC(=O)O)[nH]c1=O	-0.8	-5.3%	-9.1%	-16.1%	-8.1%	-13.5%	-1.9%	10.1%	.	-1.2%	-6.5%
COC(=O)C(CCSC)NC(=O)Cn1ncc2c(=O)oc3ccccc3c21 (centres undefined)	1.5	-0.3%	-9.2%	-2.7%	-15.0%	-4.0%	12.0%	1.1%	2.5%	3.6%	?
Cc1ccc(NC(=O)CCC(=O)NNC(=O)NC23CC4CC(CC(C4)C2)C3)cc1C	7.8	3.4%	-1.8%	0.3%	-5.2%	-1.4%	-6.5%	16.2%	-12.5%	-1.0%	-21.4%
CCc1ccc(N2CC(C(=O)Nc3cccc(C(=O)NC4CC4)c3)CC2=O)cc1 (centres undefined)	-22.4	-3.3%	.	.	.	-3.5%	.	.	.	6.3%	21.0%
CCCSc1nc(C)c(-c2csc(C(C#N)=C3CCCC3)n2)cc1C#N	11.5	-2.9%	-1.4%	-2.2%	11.3%	3.4%	6.5%	-10.0%	?	-2.8%	-5.7%
CC(=O)/C(N=Nc1ccc2c(c1)OCCO2)=C(\C)O	-13.6	0.4%	12.3%	9.53µM*	6.0%	5.3%	-22.5%	16.5%	12.4%	11.6%	?
CCN(CC)CCn1c(NCc2cccc(OC)c2OC)nc2ccccc21	1.5	-7.0%	-10.3%	2.0%[2.3 µM]	-2.1%	2.2%	17.0%	-25.8%	-17.0%	-0.9%	0.1%
Nc1ccccc1SCc1cc([N+](=O)[O-])cc2c1OCOC2	-13.9	0.0%	?	?	-5.7%	9.6%	0.0%	-12.3%	22.2%	10.6%	23.7%
COc1ccc(NC(=S)NC2CC3CCCC(C2)N3C2CC2)cc1 (centres undefined)	23.4	-3.2%	-4.1%	-2.9%	2.9%	2.0%	-1.5%	-42.4%	-14.2%	0.1%	-2.2%
Cc1c(Cl)cccc1-n1nnnc1-c1cccs1	-0.8	15.7%	-6.6%	3.5%	6.3%	8.8%	9.8%	-3.6%	14.2%	0.4%	2.9%
C/C(=N/N1CCN(Cc2cccc3ccccc23)CC1)c1ccco1	3.6	0.3%	-7.2%	?	1.6%	-0.6%	22.5%	-2.3%	.	10.9%	-5.7%
Cc1ccc2c(c1)N(CC(=O)NCC1CCCO1)C(=O)C(C)O2 (centres undefined)	1.4	1.7%	-1.2%	1.1%	-2.0%	-2.2%	2.9%	15.6%	11.4%	-0.1%	4.1%
Cc1ccccc1COc1ccc(-c2nn[nH]n2)cc1	-0.2	7.2%	-4.8%	26.9µM*	10.2%	20.9%	7.2%	?	28.5%	4.4%	?
c1cncc(-c2nc(NCc3ccc4c(c3)OCO4)c3ccccc3n2)c1	1.6	10.3%	-5.6%	?	-2.0%	-0.8%	-3.4%	-2.3%	.	3.5%	20.6µM*
COc1ccc(NC(C)=O)cc1NC(C)C(=O)Nc1ccccc1F (centres undefined)	21.1	-0.8%	7.8%	-1.0%	-1.0%	-7.7%	-8.4%	0.3%	-2.9%	-1.1%	13.2%
COc1cccc(N2CCN(C3C4CC5CC(C4)CC3C5)CC2)c1 (centres undefined)	-7.0	1.5%	-0.9%	?	1.9%	2.2%	10.9%	7.6%	3.4%	3.9%	?
CCOC(=O)C1C(C(=O)OC)=C(c2ccc(OC)cc2)c2ccccc2N1S(=O)(=O)C(F)(F)F (centres undefined)	3.8	.	.	.	.	.	-1.7%	9.3%	-8.9%	.	11.6µM*
CCOc1ccc([C@@H]2CC=C(C(=O)O)CN2S(=O)(=O)c2ccc(C)cc2)cc1	4.7	1.9%	.	3.9%	.	-3.5%	.	.	.	-2.2%	21.1%
CC1CCCC(NC(=O)CCC(=O)NCc2ccccc2)C1C (centres undefined)	-4.6	1.2%	-6.1%	1.4%	-3.8%	2.3%	-5.1%	-14.2%	-19.7%	0.9%	5.7%
CCOC(=O)C1=C(O)/C(=C\c2cc(C)n(-c3ccccc3F)c2C)N=C1C	6.6	-0.1%	5.5%	0.601µM*	13.5%	10.7%	4.8%	0.6%	-4.4%	15.7%	-16.1%
CC(C)C(=O)Nc1ccc(NC(=O)c2ccc(COc3ccccc3)cc2)cc1	4.5	1.1%	-1.2%	0.5%	-2.6%	6.3%	-11.0%	26.8%[1.91 µM]	?	-5.7%	8.1%
CCc1ccccc1NC(=O)NCCN1CCCCC1	-4.1	-0.6%	3.5%	-3.7%	1.7%[11.5 µM]	0.5%	-8.9%	9.0%	?	0.9%	7.7%
CCCSCC(=O)Nc1ncc2c(n1)-c1ccccc1CC2	-8.1	-9.7%	49.3%[activator]	-0.7%	12.3%	0.9%	2.9%	1.2%	-1.5%	-4.6%	-5.1%
COc1ccccc1CN1C[C@@H]2C[C@@H](C3=Cc4cc(Cl)ccc4OC3)N3CCC[C@@]23C1=O	-2.1	16.8%	17.4%	4.7%	-2.3%	6.4%	-5.8%	-1.5%	?	2.0%	-15.7%
CCc1ccc(NC(=O)C2C3CCC(O3)C2C(=O)O)cc1 (centres undefined)	-4.8	-1.5%	-10.2%	-13.6%	1.2%	20.2%	1.0%	-2.6%	14.6%	4.7%	?
CNC(=S)N(CCc1c(C)[nH]c2ccc(C)cc12)Cc1ccc(OC)c(OC)c1	-14.2	-8.4%	13.9%	1.6%	5.4%	-2.4%	3.6%	?	?	-1.9%	?
CCc1noc(C)c1C(=O)N1CCN(S(=O)(=O)c2ccccc2C(F)(F)F)CC1	-1.0	-1.4%	.	-3.0%	.	-4.5%	.	.	.	-2.2%	4.6%
CCC(C)NCCCOc1ccc(C)cc1OC (centres undefined)	-28.9	0.9%	2.1%	4.8%	5.4%	-11.5%	12.4%	-16.1%	-17.7%	-0.5%	7.2%
Cc1ccc(C)c(OCCC(=O)OCC(=O)NC2CCS(=O)(=O)C2)c1 (centres undefined)	3.8	0.0%	.	3.0%	.	1.5%	.	.	.	-0.4%	11.5%
O=C(CN1CCN(C(=O)c2cncn2-c2ccc(F)cc2)CC1)Nc1ccccc1C(F)(F)F	-8.8	16.6%	.	.	.	-0.7%	.	.	.	3.3%	4.7%
COc1cc(OC)cc(-c2nc(-c3ccc(Br)cc3)no2)c1	13.7	6.0%	10.8%	13.5µM*	-0.9%	?	-13.5%	16.5%	?	26.6%	26.7%
